High-throughput results as filed in PubChem BioAssay.
AI-2 QS mod: Vibrio harveyi AI-2 quorum sensing modulators, primary screen, JMH597 strain, luminescence/OD600 ratio. Vibrio harveyi JMH597 AI-2 luminescence/OD600 ratio, 9 h; active compounds read low; strain lacks LuxN and CqsS sensors; 0 = neutral-control median. activity change, % at 7.5 µM. 300,000 tested, 0.4% active. AID 2094, 2009; in the data active = activity change below about -75%, passing the limit was not always enough; inconclusive = no clear call, values can overlap the other calls;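 note: luminescence divided by OD600 gain over 9 h not by final OD600 alone; inactives centre near 13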
HDAC3 inhib: HDAC3 deacetylase inhibitors, primary screen, biochemical, fluorescence, cell-free homogeneous. recombinant HDAC3, fluorogenic peptide/trypsin coupled. inhibition, % at 8.3 µM. 320,000 tested, 0.15% active. AID 2718, 2010; in the data active = inhibition above about 26%, passing the limit was not always enough; inconclusive = no clear call, values can overlap the other calls
Target sequence (O15379 whole entry, looked up): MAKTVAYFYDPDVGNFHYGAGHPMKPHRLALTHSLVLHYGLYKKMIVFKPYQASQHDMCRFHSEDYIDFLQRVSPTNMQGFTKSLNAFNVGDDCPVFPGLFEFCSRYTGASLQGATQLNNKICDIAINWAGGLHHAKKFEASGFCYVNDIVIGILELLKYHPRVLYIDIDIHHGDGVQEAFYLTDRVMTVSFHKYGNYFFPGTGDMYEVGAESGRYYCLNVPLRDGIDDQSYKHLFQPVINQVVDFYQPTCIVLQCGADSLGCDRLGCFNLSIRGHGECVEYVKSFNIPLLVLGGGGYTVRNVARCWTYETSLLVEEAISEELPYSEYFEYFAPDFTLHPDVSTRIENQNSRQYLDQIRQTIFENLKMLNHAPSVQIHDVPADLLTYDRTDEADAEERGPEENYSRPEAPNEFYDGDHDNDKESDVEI
GSK3 alpha inh: blockers of GSK3A enzyme activity – biochemical, luminescence, cell-free homogeneous, HTS, primary screen | GSK-3 alpha kinase, ADP-Glo luminescence, 60 min | inhibition, % at 10 µM | 320,000 tested, 0.1% active | AID 2650, 2010;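 in the data active = inhibition above about 50%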;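 note: GST-tagged GSK-3 alpha with peptide substrate and 25 µM ATP; 0% = DMSO neutral wells and 100% = GW8510 positive control wells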
Target sequence (P49840 whole entry, looked up): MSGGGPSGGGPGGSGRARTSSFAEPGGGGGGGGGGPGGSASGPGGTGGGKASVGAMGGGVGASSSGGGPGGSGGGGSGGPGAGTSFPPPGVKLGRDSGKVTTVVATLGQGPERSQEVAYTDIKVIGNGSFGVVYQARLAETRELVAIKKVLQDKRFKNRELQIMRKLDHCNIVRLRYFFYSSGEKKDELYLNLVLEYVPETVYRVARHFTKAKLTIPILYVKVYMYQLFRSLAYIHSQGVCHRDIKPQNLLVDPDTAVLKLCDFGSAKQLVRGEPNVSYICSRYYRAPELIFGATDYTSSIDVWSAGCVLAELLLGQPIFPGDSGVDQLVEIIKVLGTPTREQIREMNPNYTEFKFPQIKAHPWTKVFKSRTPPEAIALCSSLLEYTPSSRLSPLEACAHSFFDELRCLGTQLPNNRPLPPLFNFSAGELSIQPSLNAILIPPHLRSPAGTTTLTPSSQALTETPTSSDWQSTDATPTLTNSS
HSF-1 act: HSF-1 activators, primary screen, NIH3T3-HGL cells, MG132 stress, luminescence, single point | NIH3T3-HGL HSF-1 luciferase reporter, 8 h; 100% = twice DMSO control signal | activation, % at 9 µM | 300,000 tested, 1.7% active | AID 504408, 2011;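 active = mean replicate activation of at least 50% with a set share of replicates each reaching 50%; inconclusive = only one of those two conditions met; inactive = mean below 50% and too few replicates reaching it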;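 note: 0% = median of the neutral control wells and 100% = twice that signal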
PolyA inhibitor: polyadenylation inhibitors in yeast reporter cells, primary screen, luminescence, S. cerevisiae; S. cerevisiae SKY197-pL101 polyadenylation reporter, beta-gal luminescence; efflux-impaired pdr1/pdr3 knockout yeast; score 100 = 6 SD above DMSO; 300,000 tested, 0.02% active; calls only at 12 µM; AID 1875, 2009;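 active = lowest replicate activity score at least 50, where 100 means six control SD above control mean; inconclusive = lowest score under 50 but half or more replicates reach 50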;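 note: yeast exposed to compound for 9 h at 30 °C; higher score means more reporter readthrough which indicates perturbed polyadenylation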
HSF1 inhib: HSF1 inhibitors in luciferase reporter cells, primary screen, cell-based, NIH3T3, luminescence | NIH3T3-HGL HSE-luciferase, MG132-induced, luminescence 8 h; active compounds read low | activity change, negative = inhibition, % at 7.5 µM (by protocol) | 300,000 tested, 0.77% active | AID 2098, 2009;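 active = more than half of replicate wells show activity change below -50%, luminescence cut by over half; inconclusive = some wells, but at most half, below -50%; inactive = no replicate well below -50%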;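 note: luciferase reports HSF-1 transcriptional activity via heat shock element; 0% = median of DMSO wells and -100% = zero luminescence signal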
HSP90 inh: HSP90 inhibitors, primary screen, cell lysate, luminescence; Heat shock protein HSP 90 (rabbit reticulocyte lysate; luciferase refolding); Rabbit reticulocyte lysate, luciferase refolding luminescence, 3 h; inhibition, % at 5.6 µM; 290,000 tested, 0.91% active;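 active = inhibition above the screen-wide mean plus 3 SD, computed separately per campaign, cut at about 16% in these data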;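 note: 0% = DMSO wells and 100% = 60 µM geldanamycin wells; inhibitors lower the luminescence because luciferase stays unfolded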
Dyrk1A ADPGlo: rat Dyrk1A kinase inhibitors, primary screen, biochemical, single point, plate reader | Dual specificity tyrosine-phosphorylation-regulated kinase 1A (Rattus norvegicus), Q63470 | ADP-Glo luminescence, NFATc1 peptide | inhibition, % at 12.5 µM | 310,000 tested, 0.43% active; in the data active = inhibition above about 50%;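 note: plate controls were vehicle with enzyme for no effect and no enzyme for full effect; many of its hits are not listed in these tables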
GSK3B inh: human GSK3beta kinase inhibitors, primary screen, biochemical, cell-free homogeneous, HTS; GST-GSK3beta kinase, ADP-Glo luminescence, 60 min; active compounds read low; activity score (negative = inhibition), % at 10 µM; 300,000 tested, 0.038% active; AID 2097, 2009;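 active = more than half of replicate wells score below -50%, meaning over 50% inhibition versus plate controls; inconclusive = some replicates but at most half score below -50%; inactive = no replicate scores below -50%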;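 note: 0% = median DMSO wells and -100% = median GW8510 positive control wells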
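Test system – GST-tagged human GSK3beta kinase, cell-free · Incubation – 60 min enzyme reaction, room temperature · Signal – ADP-Glo luminescence · Also added – peptide substrate and ATP at 25 µM · Controls – DMSO neutral wells and GW8510 at 20 µM as positive · Buffer or medium – Tris/MgCl2 kinase buffer · Measure – Luminescence-derived activity versus plate DMSO and GW8510 wells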
Platelet DG rel: inhibitors of platelet dense granule secretion, primary screen, cell-based, MLPCN, human platelets | human platelet-rich plasma, SFLLRN dense granule ATP release, luminescence | 300,000 tested, 0.22% active | AID 1663, 2009 | inhibition, %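 (compounds screened at 7.5 µM in platelet-rich plasma)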;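 active = mean replicate score, as percent of positive control, at or above 50; inconclusive = mean below 50 but at least one replicate at or above 50; inactive = mean and every replicate below 50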
Numbers without * were called inactive; i = inactive; u = inconclusive; x = no result given; & = joins results of further samples. A portion of the library (hit frequency here may not be typical).

Molecule,AI-2 QS mod,HDAC3 inhib,GSK3 alpha inh,HSF-1 act,PolyA inhibitor,HSF1 inhib,HSP90 inh,Dyrk1A ADPGlo,GSK3B inh,Platelet DG rel
O=C(Cn1ccnc1)c1ccc(Cl)cc1,10,1,1,4,i,11,0,-13,1,2
CCN(CC)C(=O)CN1CCN(c2ccccc2F)CC1,6,-1,-3,-11,i,-6,-3,-14,2,6
Cc1c(C(=O)N2CCCCCC2)c(S(=O)(=O)Nc2cccc(F)c2)c(C)n1C,6,3,0,-1,i,-9,-1,-4,3,-8
O=C1c2ccc3c4c(ccc(c24)C(=O)N1c1ccc(O)cc1)C(=O)N(c1ccc(O)cc1)C3=O,4,3,1,-7,i,11,-2,1,-4,8
Cc1ccc(S(=O)(=O)NCC(=O)NCC(=O)OCC(=O)N2CC(=O)Nc3ccccc32)cc1C,17,3,2,1,i,-2,1,-6,-2,8
CCOC(=O)N1CCN(C(=O)c2ccc3c(c2)N(Cc2ccccc2)CCS3)CC1,5,-6,-2,-1,i,0,-5,1,-1,-7
CCCn1c(SCC(=O)Nc2nccs2)nnc1-c1cccnc1,23,2,9,10,i,-6,6,23,1,-9
Cc1[nH]c(=S)c(C#N)c(-c2ccccc2)c1C(=O)Nc1ccccc1,16,2,-2,-22,i,2,-1,3,-1,10
Cc1cccc(NC(=O)CNC(=O)CN2C(=O)NC3(CCCCC3C)C2=O)c1C (centres undefined),x,2,-1,4,i,-4,x,-16,x,-8
Cc1ccc(-c2n[nH]c3c2C(c2cccc(O)c2)N(c2ccc(C(=O)O)cc2)C3=O)cc1 (centres undefined),21,-2,-2,0,i,-4,-3,-2,3,-4
O=C(N/C(=C/c1ccccc1)C(=O)N1CCOCC1)c1ccc([N+](=O)[O-])cc1,21,2,-3,7,i,2,2,-18,-6,-1
Cc1cc2ncn(S(=O)(=O)c3ccc(F)cc3)c2cc1C,3,-6,2,5,i,-3,0,x,0,-1
Brc1ccccc1CN1CCC(Cc2ccccc2)CC1,1,6,-1,-13,i,-1,-2,2,-3,1
Cc1ccccc1C(=O)/C=C1/c2ccccc2CC(C)(C)N1C,-4,-1,2,33,i,19,2,-3,15,2
Cc1cc(C)c(N(C(=O)c2csnn2)C(C(=O)NC2CCCC2)c2ccncc2)c(C)c1 (centres undefined),19,-11,-1,-82,i,-76*,-5,1,-1,0
O=C(Nc1ccc(SC(F)F)cc1)c1ccc(F)cc1,-42,0,-2,u,i,25,-2,11,0,3
COc1ccc(-c2nn(CCC#N)cc2/C=N/O)cc1,11,-6,5,-8,i,-7,-2,x,-33,-3
COC(=O)Nc1ccc2ncn(C)c(=O)c2c1,5,-6,2,6,i,-3,-1,2,-3,33
COc1ccc(S(=O)(=O)N2CCOCC2)cc1NC(=O)COC(=O)CCOc1ccc(C)cc1,10,x,x,8,i,-1,x,12,3,-11
CCCCNC(=S)N1CCN(c2ccc(C(C)=O)cc2)CC1,2,-1,8,-2,i,4,-4,x,-7,-3
Cc1cc(C(=O)N[C@H](c2ccccc2)[C@@]2(C)C[C@@H]2[C@@H](C)C(=O)Nc2ccc3ccccc3c2)no1,11,14,-3,-12,i,3,3,3,0,-3
CO/N=C(\C(=O)N[C@@H]1C(=O)N2C(C(=O)O)=C(COC(C)=O)CS[C@H]12)c1csc(N)n1 (stereo in doubt),11,2,-1,16,i,9,1,4&9&1,1,-11
CN(Cc1ccco1)C(=O)Cn1c(=O)oc2cc(S(=O)(=O)NCc3ccccc3)ccc21,21,3,-1,-8,i,0,1,0,0,-12
NC(=O)Cc1ccc(C(=O)c2ccc(Cl)cc2)s1,12,4,0,-72,i,-64*,-1,-1,-10,5
Cc1ccc(Cn2c(N)nc3ccccc32)cc1,x,-4,-2,-17,i,-1,1,4,x,17
O=C(CSc1cccc(C(F)(F)F)c1)N1CCN(S(=O)(=O)c2ccccc2)CC1,19,8,0,8,i,-3,-1,0,2,-5
COC(=O)c1ccccc1CC1SC(N)=NC1=O (centres undefined),17,-2,-1,-6,i,-6,-5,-4,-2,11
CC(C)(C)NC(=O)C(Cc1ccccc1)N1C(=O)c2ccccc2C1=O (centres undefined),9,-6,-1,4,i,-2,-2,-2,3,10
O=C(OC1CCCCC1)c1ccc(NC(=O)C2CCCCC2)cc1,14,-1,-2,32,i,13,3,4,3,-7
COc1ccc(C2=NO[C@@H]3[C@@H]4C[C@@H]([C@H]5C(=O)N(C)C(=O)[C@@H]45)[C@H]23)cc1,19,-9,-1,-7,i,-7,0,0,-8,12
COc1ccccc1-c1nnc(C2CCN(S(=O)(=O)c3cccc([N+](=O)[O-])c3)CC2)o1,17,7,1,9,i,13,1,0,0,-8
Cc1ccccc1-n1nc(-c2cccnc2)cc1C(=O)NN,19,x,-1,-1,i,-1,3,9,4,28
O=C1CCCCC1S(=O)(=O)c1ccccc1 (centres undefined),13,1,-2,1,i,-5,-8,4,1,13
O=c1c2cccnc2[nH]c(=S)n1Cc1ccccc1,0,-7,-3,5,i,0,5,-1,4,-13
COc1ccc(C2(C(=O)NCCCN3CCOCC3)CCOCC2)cc1,18,-1,0,-11,i,-12,5,-5,1,-3
NS(=O)(=O)c1cccc(NC(=O)Cn2cnc3ccccc3c2=O)c1,-85*,8,-3,-3,i,-3,3,-8,5,3
CC1=C/C(=N\N=C2\NC(=O)C(CC(=O)Nc3ccccc3F)S2)CC(C)(C)C1 (centres undefined),21,1,0,4,i,-4,-3,-9,5,2
CN1C(=O)c2ccccc2NC(=O)[C@]12O[C@@H]2c1cccc(O)c1,9,-2,-1,9,i,-1,x,18,-3,-1
Cc1sc2ncnc(N3CCCCC3)c2c1C,24,12,x,-8,i,6,2,2,-2,-3
CC(C)CCN(C(=O)CCCSc1nc2ccccc2[nH]1)c1c(N)n(Cc2ccccc2)c(=O)[nH]c1=O,20,x,x,7,i,16,x,2,33,7
CCC(=O)N(CCc1ccccc1)Cc1cc2cccc(C)c2[nH]c1=O,-3,-6,1,5,i,-3,-4,12,0,-4
O=C(O)CCC(=O)NCc1ccc(C(=O)O)cc1,33,x,1,-5,i,-2,-4,-8,1,0
O=C(Nc1cc(N2CCOCC2)ncn1)c1ccc(F)cc1,2,-5,-4,17,i,7,-2,12,1,8
Cc1cccc(NC(=O)CN2C(=O)N/C(=C\c3ccc(-c4cccc(C(=O)O)c4)o3)C2=O)c1,23,-12,3,-1,i,0,-8,0,-2,-3
Nc1cc(-c2ccc(Cl)cc2)nn1-c1ccccc1,30,-7,1,12,i,4,2,-3,0,2
Cc1c(C(=O)NCCN2CCOCC2)oc2ccc(Br)cc12,-1,3,-4,11,i,1,x,23,4,2
O=C(c1ccccc1)C1CCN(C(=O)c2c(F)cccc2F)CC1,43,5,-1,-17,i,-10,-3,3,-4,4
COc1nc(OC)nc(N2CCC(NC(=O)C(Cc3ccc(C(C)C)cc3)NC(C)=O)CC2)n1 (centres undefined),3,-4,2,9,i,-1,-1,-3,1,-2
CCC1(c2ccc(F)cc2)NC(=O)N(CC(=O)Nc2cccnc2Cl)C1=O (centres undefined),-6,0,2,-11,i,-4,x,x,-4,-7
Cn1c(OCc2ccc3c(c2)OCO3)nc2c1c(=O)n(Cc1cccc(Cl)c1)c(=O)n2C,3,-5,-2,16,i,2,0,-3,1,-13
CC(C)C(=O)N1CCN(c2c(Cl)cccc2[N+](=O)[O-])CC1,30,3,-1,-40,i,-24,2,-1,1,2
Cc1cccc(OC(C)C(=O)N/N=C\c2ccncc2)c1 (centres undefined),9,15,-1,-11,i,1,-3,-7,-2,-6
COc1cc(Cl)c(C)cc1NC(=O)c1cccc(OC)c1OC,11,-3,-2,32,i,30,-4,1,2,-2
CCNc1nc(NCC)nc(SCCOC(=O)c2ccccc2)n1,5,3,0,-4,i,1,-2,8,3,-4
O=C(CCn1c(=O)oc2ccccc21)NCCCN1CCN(c2ccc(F)cc2)CC1,31,-5,-2,1,i,-2,4,-3,1,4
COCCNC(=S)N1CCOCC1,7,3,-1,2,i,0,-7,-2,1,-1
C=CCNC(=O)c1onc(CSc2ccc(Cl)cc2)c1C(=O)O,26,3,-2,-5,i,7,-3,-1,4,0
Cn1nc(CC(=O)NCc2cccc3ccccc23)c2ccccc2c1=O,32,-6,-1,-1,i,-3,-4,-11,0,-21
O=C(Nc1cccc2ncccc12)c1ccc([N+](=O)[O-])o1,-109*,5,0,-8,i,-7,2,0,-2,4
Cc1cc(C)c(C)c(S(=O)(=O)N2CCC(C(=O)NNC(=O)c3ccccc3O)CC2)c1C,35,x,x,2,i,-1,x,5,3,-6

(more compounds)
Molecule,AI-2 QS mod,HDAC3 inhib,GSK3 alpha inh,HSF-1 act,PolyA inhibitor,HSF1 inhib,HSP90 inh,Dyrk1A ADPGlo,GSK3B inh,Platelet DG rel
Cc1ccc(-n2ncc3c(NNC(=O)c4ccco4)ncnc32)c(C)c1,12,-3,1,13,i,1,3,4,0,-8
COc1cc(S(=O)(=O)NCc2ccccc2)ccc1F,0,-3,-5,-9,i,-7,-2,-4,1,-8
CCOC(=O)C1CCN(C(=O)Cn2nc(C)n3nc(-c4ccc(OC)cc4)cc3c2=O)CC1,4,0,0,1,i,-2,0,-1,-5,-1
CCN(CC)S(=O)(=O)c1ccc2c(c1)c(=O)c(C(=O)NCc1ccco1)cn2C,14,9,-1,-93,i,-90*,-1,1,-2,-3
O=C(O)c1cc2n(n1)C(C(F)(F)F)CC(c1ccco1)N2 (centres undefined),69,-4,6,-7,i,-5,1,0,-7,-1
O=C(CCC1CCN(C(=O)c2ccccc2Cl)CC1)NCc1ccc(F)cc1,18,-2,0,11,i,5,1,x,3,-14
